Screening data (PubChem BioAssay)
P. falciparum M17LAP – P. falciparum M17LAP inhibitors, primary screen, biochemical, fluorogenic H-Leu-NHMec substrate, 1536-well (AID 1619). Leucine aminopeptidase (Plasmodium falciparum (isolate 3D7)). recombinant M17LAP, H-Leu-NHMec fluorogenic kinetic assay; higher % means a stronger effect. inhibition, % at 30 µM; hits with a dose series show IC50 in µM. 220,000 compounds, 0.38% hits;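 active = compound inhibiting the enzyme by more than half at any dose during confirmatory dose-response retesting; inconclusive = strong single-dose inhibitors picked by rank but not retested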;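 note: plate controls were full reaction with DMSO carrier for no effect and no enzyme background for full effect; strong numbers were not always called active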
human PMI inhibitors – human PMI inhibitors, high substrate, primary screen, biochemical, fluorescence intensity, high mannose 6-phosphate (AID 1220) | 190,000 compounds, 0.66% hits | inhibition, % at 20 µM, or IC50 in µM where a hit was titrated | Mannose-6-phosphate isomerase (Homo sapiens) | recombinant PMI enzyme, coupled fluorescence intensity; higher % means a stronger effect
human PMI inhibition – inhibitors of human PMI, primary screen, biochemical, fluorescence intensity, coupled assay (AID 1209); Mannose-6-phosphate isomerase (Homo sapiens); purified PMI enzyme, coupled fluorescence intensity; higher % means a stronger effect; inhibition, % at 20 µM; hits with a dose series show IC50 in µM; 190,000 compounds, 0.42% hits;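 note: plate controls were DMSO vehicle for no effect and wells lacking substrate for full effect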
XIAP antagonists – XIAP antagonists, biochemical, IAP family, fluorescence polarization (AID 1018); 200,000 compounds, 0.007% hits; E3 ubiquitin-protein ligase XIAP (Homo sapiens); one-dose displacement, % at 20 µM; IC50 in µM for titrated hits; XIAP BIR domain, fluorescence polarization peptide displacement; higher % means a stronger effect; in the data active = displacement above about 50%; note: a part of the inactive calls stands beside numbers as strong as those of hits
LYP phosphatase – inhibitors of LYP phosphatase, biochemical, fluorescence intensity, uHTS (AID 1779); Tyrosine-protein phosphatase non-receptor type 22 (Homo sapiens); recombinant LYP phosphatase, fluorescence intensity; higher % means a stronger effect; inhibition, % at 11.5 µM, or IC50 in µM where a hit was titrated; 290,000 compounds, 0.054% hits;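 note: plate controls were vehicle with enzyme for no effect and no enzyme for full effect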
Myeloid diff 2 – induction of myeloid progenitor differentiation, primary screen, cell-based, flow cytometry, MLPCN library. calls only at 10 µM. 360,000 compounds, 1% hits. ER-HoxA9 myeloid progenitors, lysozyme-GFP differentiation. AID 624256, 2012;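 active = normalized GFP-positive differentiation at or above the plate's own cutoff, the solvent-only control mean plus 3 SD; inconclusive = no clear call, values can overlap the other calls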;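 note: cells exposed to compound for four days before flow analysis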
CSM14.1 death rescue – rescue of cells from ER stress-induced death, primary screen, 384-well, CSM14.1, thapsigargin, ATP luminescence (AID 1222). CSM14.1 thapsigargin-induced death rescue, ATP luminescence; higher % means a stronger effect. cellular ATP content (survival), % at 20 µM; hits with a dose series show EC50 in µM. 190,000 tested, under 10 active;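 active = EC50 below 50 µM in the dose-response confirmation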;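 note: death triggered by thapsigargin at about 15 µM added after 2 h compound pretreatment; cell ATP read after overnight thapsigargin exposure of roughly 18 to 22 hours; normalized against plate controls of thapsigargin alone and 5% DMSO vehicle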
TNAP activators – human TNAP enzyme activators, primary screen, biochemical, luminescent, no phosphate acceptor, uHTS (AID 1001); purified TNAP, luminescent activation assay, no phosphate acceptor; higher activation fold means a stronger effect; Alkaline phosphatase, tissue-nonspecific isozyme (Homo sapiens); 200,000 compounds, 0.03% hits; activation fold at 20 µM, or EC50 in µM where a hit was titrated; in the data active = activation fold from about 3, or a potency from the dose series; inactive = the rest, 99 in 100 with activation fold below about 1.6; note: many of its hits are not listed in these tables
P. falciparum M1AAP – P. falciparum M1AAP inhibitors, biochemical, fluorogenic H-Leu-NHMec substrate, 1536-well (AID 1445). 220,000 compounds, 0.42% hits. recombinant M1AAP, H-Leu-NHMec fluorogenic kinetic assay; higher % means a stronger effect. inhibition, % at 30 µM; hits with a dose series show IC50 in µM;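 active = primary inhibition above the hit cutoff, then over 50% inhibition at one or more dose response concentrations, cut at about 23% in these data, passing the limit was not always enough; inconclusive = conflicting primary data, or primary hits not chosen for dose response; inactive = low primary inhibition, or under 50% at every dose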;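 note: plate controls were DMSO full reaction for no effect and no enzyme background for full effect; strong numbers were not always called active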
Myeloid diff 2 GFP+ MAC1+ % – recorded beside Myeloid diff 2, whose call it bears; GFP+ MAC1+ double positive, %; measured here: differentiation confirmed by MAC1 staining
The depositor's hits bear a star; i = inactive; u = inconclusive; x = not tested or not shown. Cut-off read from the data, not from the text of the source, unless noted: active = inhibition above about 50%; inactive = the rest.

SMILES | P. falciparum M17LAP | human PMI inhibitors | human PMI inhibition | XIAP antagonists | LYP phosphatase | Myeloid diff 2 | Myeloid diff 2 GFP+ MAC1+ % | CSM14.1 death rescue | TNAP activators | P. falciparum M1AAP
CC(Nc1nc(N2CCNCC2)nc2ccccc12)c1ccccc1 (stereo not drawn) | -35% | -3% | -2% | 0.6% | 3% | x | x | -1.4% | 1 | -1%
Cc1cc(C)cc(NC(=O)CSCc2cnn(-c3ccccc3)c2-n2cccc2)c1 | -9% | 1% | 11% | -5.3% | 0% | i | 0.7 | 2.9% | 1.2 | 12%
COc1ccc(C(=O)Nc2sc(C(=O)N(C)C)c(C)c2C#N)cc1[N+](=O)[O-] | 30% | -4% | -3% | -6.0% | 3% | i | 0.2 | -1.4% | 1 | 12%
O=C(COC(=O)CCSc1ccccc1)Nc1cc(F)ccc1F | -3% | 4% | 7% | -7.2% | -4% | i | 0.2 | -0.5% | 1.1 | -2%
O=C1CS/C(=N/N=C/c2ccncc2)N1 | 26% | x | x | x | 3% | i | 0.3 | x | x | 13%
O=C(NCCc1ccc([N+](=O)[O-])cc1)c1ccccc1 | -1% | x | x | x | -4% | i | 0.4 | x | x | -2%
CCOC(=O)COc1ccc2c(C#N)c3ccccn3c2c1 | -3% | x | 41% | -5.9% | -4% | i | 0.4 | -0.7% | 1.5 | 15%
O=C(CCC1CCCN(C(=O)Cn2cnnn2)C1)NCc1ccc(F)c(F)c1 (stereo not drawn) | 7% | 7% | 6% | -2.0% | -6% | i | 1.8 | 1.1% | 1.1 | 5%
CC1CN(C(=O)N2CCOCC2)CCN1C(=O)N1CCOCC1 (stereo not drawn) | 0% | x | x | -0.8% | -7% | i | 0.0 | 0.0% | 1 | -17%
C/C(=N\Nc1ccc(S(=O)(=O)N2CCOCC2)cc1[N+](=O)[O-])C(C)C | -2% | 6% | 9% | -0.7% | -3% | i | 0.4 | -1.6% | 1 | 4%
CCCn1c(C)cc(C(=O)COC(=O)CN=C2NS(=O)(=O)c3ccccc32)c1C | 23% | 3% | -1% | -6.5% | -9% | i | 0.5 | -2.7% | 0.9 | -1%
Cc1ccc(NC(=O)c2ccccc2CCc2ccccc2)c(C)c1 | 0% | 7% | 4% | -3.3% | -12% | i | 2.9 | -1.1% | 1.1 | 1%
O=C(NCc1cccnc1)c1ccccn1 | -6% | 5% | 4% | 3.2% | -10% | i | 0.9 | 0.8% | 1.1 | 4%
O=C(C[n+]1cc(-c2ccc(F)cc2)n2c1CCC2)OCc1ccccc1 | 6% | -1% | -8% | -3.2% | -4% | i | 0.4 | 0.3% | 1.1 | 0%
O=C(CNC(=S)N(Cc1ccccc1)Cc1ccccc1F)NCc1ccc(Cl)cc1 | 23% | 4% | 5% | -2.1% | 4% | i | 0.7 | 0.3% | 1.2 | 4%
Clc1ccccc1-c1csc(Nc2cccnc2)n1 | 0% | x | x | x | -7% | i | 0.6 | x | x | -11%
Cc1ccc(NC2=NC3(CCCCC3)N=C(N)N2)c(C)c1 | 8% | 9% | 0% | -2.9% | -3% | i | 0.5 | 1.6% | 1.4 | 9%
CC(C)CCN1CC(C(=O)NCc2ccccc2)CC1=O (stereo not drawn) | -4% | 15% | 17% | -6.6% | -3% | i | 3.4 | -2.1% | 1.1 | 4%
Cc1ccc(C(=O)CNc2nc3c(c(=O)[nH]c(=O)n3C)n2Cc2ccccc2)cc1 | 1% | 8% | 13% | -6.4% | -4% | i | 0.7 | 1.9% | 1.1 | 2%
C=CCOc1c(Br)cc(C2NC(=O)NC(C)=C2C(C)=O)cc1OCC (stereo not drawn) | -9% | 1% | 4% | -4.7% | -2% | i | 0.9 | -0.9% | 1.1 | 3%
COC(=O)c1cc2c(cc1N)OCCO2 | 9% | 44% | 6% | -7.6% | -4% | i | 0.2 | 1.0% | 1 | 0%
S=c1[nH]nc(Cc2ccc(Cl)cc2)n1-c1ccc2c(c1)OCCO2 | 10% | 6% | 4% | -7.3% | -5% | i | 0.1 | -1.5% | 1.2 | 5%
O=C(NCc1ccco1)c1scc2c1OCCO2 | 11% | 8% | -1% | -6.7% | -9% | i | 1.2 | -1.5% | 1.1 | -3%
CCN(CC)CCNC(=O)Cn1nc(Cc2ccccc2)c2ccccc2c1=O | 0% | -2% | 1% | -2.0% | -7% | i | 2.5 | 0.2% | 1.1 | 10%
O=C(O)c1ccc[nH]c1=S | 3% | x | x | x | -6% | i | 0.6 | x | x | -2%
CSc1nc2ccc(NC(=O)C3=NN(c4ccccc4)C(=O)CC3)cc2s1 | 15% | 44% | 19% | -15% | 1% | i | 1.0 | -3.1% | 1 | 6%
CCCn1c(=O)n(C)c(=O)c2c(SCC(=O)NC34CC5CC(CC(C5)C3)C4)nc(CC(C)C)nc21 | 6% | 13% | 18% | -5.4% | 13% | i | 0.1 | 2.7% | 1 | 8%
CN(C)C/C(Cl)=C(\Cl)c1ccccc1 | -8% | -11% | -16% | 1.9% | -9% | i | 0.4 | -2.1% | 1.1 | 4%
CSCCNCc1cn(-c2ccc(F)cc2F)nc1-c1ccccc1C | -10% | -4% | 2% | -1.3% | -4% | i | 0.2 | -0.5% | 1 | 2%
O=C1COc2ccc(N3C(=O)C=CC3=O)cc2N1 | -1% | -31% | -39% | -5.7% | -13% | x | x | -0.4% | 1.1 | 2%
COc1ccc(CC(=O)c2c(O)cc(O)cc2O)cc1OC | 11% | 3% | 2% | -18% | -1% | i | 0.5 | 0.0% | 1 | 15%
COc1ccc(-c2nc(Cn3c(SCc4ccccc4F)nc4ccncc43)c(C)o2)cc1 | 2% | 6% | 0% | x | 9% | i | 6.5 | 0.8% | 1 | 7%
CC1=CC(C)(C)n2c(O)c(N=N)c3c(C)ccc1c32 | 3% | x | x | x | -1% | i | 0.1 | x | x | -2%
C(#CCN1CCC(Cc2ccccc2)CC1)COCCOCc1ccccc1 | -12% | 0% | 15% | 0.5% | -8% | i | 0.6 | -3.0% | 1.2 | 6%
O=C(CCc1ccccc1)NCCSCc1c(F)cccc1Cl | 9% | 18% | 20% | -8.2% | -2% | i | 2.1 | 1.7% | 1.1 | 6%
O=C(O)c1cccc(N=NN2CCCCCC2)c1 | 17% | 1% | 2% | -16% | -5% | i | 1.6 | -2.1% | 1 | 11%
Cc1cc(C)c(CN2CCN(Cc3ccc(C)o3)C(CCO)C2)c(-n2cccn2)c1 (stereo not drawn) | 15% | 14% | 18% | -4.4% | -11% | i | 0.2 | -2.4% | 1 | -10%
COCCNC(=O)C(=O)N/N=C(\C)CC(=O)Nc1ccc2c(c1)OCO2 | 6% | 5% | -9% | -7.1% | 5% | i | 0.1 | -0.1% | 1.1 | 2%
COCCCNC(=O)CCC(=O)NNc1nc2ccccc2c2nc(C)nn12 | 42% | 1% | -2% | -6.0% | -7% | i | 0.3 | 0.0% | 1.1 | 3%
O=C(CSc1nnc(-c2cccnc2)n1-c1ccccc1)Nc1ccccn1 | -1% | 10% | 15% | 1.3% | 8% | i | 0.2 | -2.2% | 1 | 0%
CNCc1c(C)nn(-c2ccccc2)c1C | 7% | 6% | -2% | -14% | 3% | i | 0.4 | -11% | 1 | -1%
Cc1nc(-c2ccc(S(=O)(=O)N3CCCN(CCc4ccccc4)CC3)s2)cs1 | -2% | x | x | x | -7% | i | 0.6 | x | x | 0%
O=C(NC(=S)NCCN1CCOCC1)c1ccc(Cl)cc1 | 4% | 7% | 19% | -2.9% | -6% | i | 0.3 | 7.3% | 1.1 | -1%
Cc1ccc(-c2nnc(-c3ccccc3)c(N3CCOCC3)n2)cc1 | -2% | 6% | 8% | -14% | 0% | i | 1.9 | 17% | 1.1 | 2%
O=C(NCCN1CCCCCC1)C1CCCN1S(=O)(=O)c1cccc2nsnc12 (stereo not drawn) | 10% | x | x | x | -9% | i | 0.7 | x | x | 0%
COC(=O)C1=C(N)Oc2c(oc(CO)cc2=O)C1c1ccccc1F (stereo not drawn) | -12% | 2% | 4% | -6.8% | -6% | i | 6.9 | 2.6% | 1.1 | 0%
CCOC(=O)c1c(NC(C)=O)sc2c(OC(C)=O)cccc12 | -1% | 1% | 0% | -16% | 0% | i | 0.3 | -1.3% | 1.1 | -1%
CCC(C)NC(=O)C1CC(c2cccc(OC)c2)=NO1 (stereo not drawn) | 4% | 1% | -2% | -6.2% | -5% | i | 0.9 | 1.3% | 1.1 | 11%
CC(Oc1ccccc1Cl)C(=O)/C=C/N(C)C (stereo not drawn) | 20% | 0% | -2% | -2.6% | -1% | i | 5.2 | 1.3% | 1.1 | -5%
O=C(COc1ccc2c(c1)CCC2)NCc1ccc(Cl)cc1 | -2% | 6% | -1% | 33% | -4% | i | 0.2 | -0.3% | 1.1 | -4%
O=S(=O)(Nc1ccccn1)c1ccc(Cl)c2ccccc12 | -2% | -2% | 0% | 2.0% | 2% | i | 0.1 | 0.4% | 1.1 | 0%
COc1ccccc1NC(=O)CSc1nnc(-c2ccc(NC(C)=O)cc2)n1C | -13% | -31% | -11% | -1.2% | -7% | i | 0.5 | 0.9% | 1.1 | u
CC(C)CN1CC(C(=O)O)CC1=O (stereo not drawn) | 9% | -9% | -4% | -3.7% | -7% | i | 0.4 | -0.7% | 1.1 | 2%
C/C(=N\NC(=O)c1ccc(C)cc1C)c1ccc(-n2ccnc2)cc1 | 7% | 6% | 14% | -14% | 0% | i | 0.5 | 1.0% | 1.1 | -8%
CC1(C)CC(=O)C2=C(C1)N(c1ncn[nH]1)C(N)=C(C#N)C2c1ccccc1 (stereo not drawn) | 14% | -1% | 7% | -7.7% | -5% | i | 0.4 | 1.8% | 0.9 | 8%
COc1ccc(/C=C/c2ccccc2)cc1[C@H]1[C@@H]2C=CCC[C@@]2(C)C(=O)N1Cc1ccccc1 | -1% | x | x | x | 4% | i | 0.7 | x | x | 2%
Cc1ccc(C(=O)CSc2nnc(C)s2)cc1 | -1% | 2% | 0% | -2.8% | -5% | i | 0.0 | -6.3% | 1.1 | 4%
